# Bioassay records as filed in PubChem BioAssay.
# SNCA expr inh: SNCA gene expression inhibition. Potency, µM (highest dose often 57.2 µM), for inactives: top-dose activity change, negative = inhibition, usual class: inhibitors. AID 1671194. actives 0.17% (n = 140,000). HEK-293 SNCA-luciferase knock-in, luminescence, 24 h;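 note: potency is the fitted concentration of half-maximal effect; plate controls were DMSO cells for no effect and cell-free wells for full effect; nearly all actives have a fitted effect of over 45% in size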
# IP6K1 inh: inhibitors of human IP6K1. actives 0.81% (n = 140,000). IP6K1 kinase, ADP-Glo luminescence, 2 h; hits give low values. activity change, % (series mostly up to about 58 µM). AID 1645851; in the data active = activity change below about -25%
# Target sequence (Q92551 whole entry, looked up): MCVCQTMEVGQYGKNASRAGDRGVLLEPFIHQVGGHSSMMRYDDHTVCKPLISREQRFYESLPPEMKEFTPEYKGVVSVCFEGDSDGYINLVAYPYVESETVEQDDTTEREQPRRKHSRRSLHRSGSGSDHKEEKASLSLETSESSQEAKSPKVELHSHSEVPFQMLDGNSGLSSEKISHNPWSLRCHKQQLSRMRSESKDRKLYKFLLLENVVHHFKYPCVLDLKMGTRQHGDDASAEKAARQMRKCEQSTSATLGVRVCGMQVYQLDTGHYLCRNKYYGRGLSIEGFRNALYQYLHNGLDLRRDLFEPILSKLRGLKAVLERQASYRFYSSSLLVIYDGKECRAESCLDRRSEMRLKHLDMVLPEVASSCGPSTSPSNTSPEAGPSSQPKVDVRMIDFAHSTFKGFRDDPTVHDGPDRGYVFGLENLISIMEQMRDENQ
#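 ADP-Glo luminescence measures ADP made by human IP6K1 during a 2 h RT reaction with ATP/IP6 (mix at 1.3 mM/130 uM); top library doses 57.5 and 19.1 uM final.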
# 3T3 cytotox: kills NIH 3T3 cells; actives 4.3% (n = 94,000); Potency, µM (highest dose often 96.7 µM), for the others: top-dose activity change, negative = cytotoxicity, most hits filed as inhibitors; NIH 3T3 viability, CellTiter-Glo ATP luminescence, 48-72 h; note: potency is the fitted concentration of half-maximal effect; nearly all actives have a fitted effect of over 55% in size
#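 ATP-dependent luminescence (CellTiter-Glo) served as the viability signal for NIH 3T3 cells treated with compound for 48 or 72 hr at 37 °C.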
# GPT2 inh: inhibitors of human GPT2 alanine aminotransferase; Recombinant GPT2, coupled pyruvate oxidase/HRP Amplex Red fluorescence; Potency, µM (titrated, usually from 57.7 µM), without a hit: at the top dose activity change, negative = inhibition, actives largely listed as inhibitors; actives 0.25% (n = 100,000); AID 1671188; note: potency is the fitted concentration of half-maximal effect; nearly all actives have a fitted effect of over 60% in size; many of its hits are not listed in these tables
# Target sequence (Q8TD30 whole entry, looked up): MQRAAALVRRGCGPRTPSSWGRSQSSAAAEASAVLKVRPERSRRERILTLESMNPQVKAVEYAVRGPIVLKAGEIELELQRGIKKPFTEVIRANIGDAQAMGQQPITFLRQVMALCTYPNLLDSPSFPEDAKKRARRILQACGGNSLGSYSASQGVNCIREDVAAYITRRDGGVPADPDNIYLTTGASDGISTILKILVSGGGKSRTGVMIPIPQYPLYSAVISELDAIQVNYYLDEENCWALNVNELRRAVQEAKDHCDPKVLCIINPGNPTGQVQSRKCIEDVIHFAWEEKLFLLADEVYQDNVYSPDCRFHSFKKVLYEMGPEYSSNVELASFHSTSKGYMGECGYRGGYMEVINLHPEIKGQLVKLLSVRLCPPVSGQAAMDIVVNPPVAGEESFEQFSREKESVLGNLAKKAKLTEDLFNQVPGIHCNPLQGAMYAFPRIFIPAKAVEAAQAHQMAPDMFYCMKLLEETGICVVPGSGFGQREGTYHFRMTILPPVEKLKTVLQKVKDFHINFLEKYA
#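 Recombinant GPT2 (10ng/uL) with 250uM a-KG and 2mM L-alanine, 30 min at room temperature, in HEPES pH 7.5 buffer. Pyruvate detected by pyruvate oxidase/HRP/Amplex Red fluorescence after 30 min in the dark; AOA (50uM) as positive control.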
# FLuc inh: inhibitors of firefly (Photinus pyralis) luciferase; P08659; purified P. pyralis luciferase, luminescence, biochemical; Potency, µM (titrated, usually from 115 µM), for the others: top-dose activity change, negative = inhibition, hits mostly inhibitors; actives 2.5% (n = 76,000); AID 1347043; note: potency is the fitted concentration of half-maximal effect; nearly all actives have a fitted effect of over 65% in size
#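 Purified 10nM P. pyralis luciferase with 10uM D-luciferin and 10uM ATP in 50mM Tris acetate pH 7.5, 10mM Mg acetate, 0.01% Tween-20, 0.05% BSA. qHTS titration; luminescence read by CCD imager.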
# HEK293 tox: kills HEK 293 cells; HEK 293 viability, ATP luminescence (CellTiter-Glo), 48-72 h; Potency, µM (doses to about 115 µM), for inactives: top-dose activity change, negative = cytotoxicity, usual class: inhibitors; actives 6.6% (n = 94,000); note: potency is the fitted concentration of half-maximal effect; nearly all actives have a fitted effect of over 60% in size
#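 Cytotoxicity was scored by loss of ATP-coupled luminescence (CellTiter-Glo) in HEK 293 cells. Compound treatment ran 48 or 72 hr at 37 degree Celsius, 5% CO2, 95% humidity.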
# SNCA viab count: cell viability loss counter-screen | HEK-293-SNCA-luc viability, GF-AFC fluorescence, 24 h | Potency, µM (top dose mostly 57.1 µM), for the others: at the top dose activity change, negative = cytotoxicity, actives largely listed as cytotoxic | actives 0.12% (n = 150,000) | AID 1671193;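 note: potency is the fitted concentration of half-maximal effect; 0% = DMSO-treated cells and -100% = medium-only wells without cells; nearly all actives have a fitted effect of over 30% in size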
#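 Cytotoxicity counterscreen: after 24 h compound treatment of genome-edited SNCA-luciferase HEK-293 cells, live-cell protease substrate GF-AFC read by fluorescence after 30 min; activity scaled between DMSO (0%) and medium-only (-100%), curves Hill-fitted.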
# Active calls of the source: *; i = inactive; ? = inconclusive; . = not tested or not shown; & = joins results of further samples; [ ] = dose if it differs, or a comment. Unless noted, calls come from the whole dose curve; as a rule, active = well fitted curve in the direction sought with a large enough effect; inconclusive = small, poorly fitted or top-dose-only effect, or another doubt; inactive = no such curve, though single readings can be large; an effect the other way counts as inactive or inconclusive. Unless noted, % is set by controls: 0 for no effect and ±100 for the full control effect.
SMILES,FLuc inh,3T3 cytotox,GPT2 inh,SNCA viab count,SNCA expr inh,IP6K1 inh,HEK293 tox
COc1ccc(Nc2ccnc(N3CC4CCC(C3)N4CC(F)(F)F)n2)cc1,.,40µM*,?,-9%,1%,-11,32µM*
O=C(C1CCCN([S+](=O)([O-])c2cccs2)C1)N1CCC(N2Cc3cccn3C2=O)CC1 (configuration not stated),.,?,-9%,-3%,-4%,-9,?
NC1=NC2(c3cc(NC(=O)c4ccc(F)cn4)ccc3F)COCC2CS1 (configuration not stated),.,.,-2%,6%,.,-12,.
COc1ccc(CC2C(=O)NC(C)C(=O)N(C)C3Cc4ccc(cc4)Oc4cc(ccc4OC4OC(CO)C(O)C(O)C4O)CC(C(=O)NC(C)C(=O)NC(C)C(=O)N2C)N(C)C3=O)cc1 (configuration not stated),.,.,i,-45%[12.5 µM],.,-6,.
CC(C)NC(=O)C[C@@H]1c2nc(NC(=O)c3ccc(F)cc3)sc2C[C@@H]2[C@](C)(CO)[C@H](O)CC[C@]21C,2%,-1%,2%,4%,11%,-12,i
O=C(c1ccc(F)cc1)N1C[C@H]2OC(=O)N(CCCN3CCOCC3)[C@H]2C1,0%,-34%,i,5%,4%,3,-15%
COc1cccc(CNC(=O)[C@@H]2C[C@@H](O)CN2C2CCN(C(=O)c3cccs3)CC2)c1,12%,-15%,-5%,2%,4%,13,-25%
Cc1ccc(-n2nc3n(c2=O)CCN(C(=O)NC2CCCC2)C3)cc1,.,-27%[138 µM],?,-10%[87.6 µM],5%[87.6 µM],2,-19%[172 µM]
Cc1cnc(CNC(=O)c2c(=O)c3ccc(N4CCCN(C)CC4)nc3n3c2sc2ccccc23)cn1,.,.,-8%[11.5 µM],-18%[12.5 µM],-7%[25.6 µM],-11,.
CC(C)C1CCC(CO)=CC1/C=C(\CO)C(=O)OCC1(O)CCC(C(C)C)C2C=C(C(=O)O)COC(=O)C21 (configuration not stated),.,.,?,1%[23.9 µM],.,-3,.
COC(=O)c1cccc(-n2c(CCC(=O)O)ccc2-c2ccc(OC)cc2)c1,.,.,.,-18%,100%[activator],-14,.
Cc1nnc2n1CCC(NC(=O)Cc1cccs1)CC2 (configuration not stated),7%,-6%,i,-4%,-19%,2,-1%
Cc1ccc(C)c(NC(=O)[C@@H]2CCCN2S(=O)(=O)c2cccc3cccnc23)c1,.,.,2%,-5%,.,9,.
CCOc1cc(C2C(C(=O)OC)=C(C)NC3=C2C(=O)c2ccccc23)c(Br)cc1OC (configuration not stated),.,.,.,3%,-18%,-2,.
COC(=O)[C@H](OC(C)=O)[C@H]1C(C)(C)C(=O)[C@H]2CC3=C4CC(=O)O[C@@H](c5ccoc5)[C@]4(C)CCC3[C@@]1(C)C2=O (some centres not stated),.,.,-1%[27.3 µM],-3%[23.9 µM],.,9,.
CN(C)C[C@@H]1CN(c2ncccn2)C[C@H]1NC(=O)c1ccc2[nH]ccc2c1,8%,i,i,3%,7%,-1,i
CCCCNC(=O)CN1C(=O)COc2ccc(S(=O)(=O)N3CCCC3)cc21,.,.,.,-19%,-3%,-7,.
Cc1noc(C)c1S(=O)(=O)N1CCCCC1c1nc(CCOCC2CCCC2)no1 (configuration not stated),4%,?,2%,0%[12.5 µM],-3%,9,?
CCOC(=O)c1cccc(NC(=O)N2CC(CC)Sc3ccccc32)c1 (configuration not stated),.,.,.,2%,18%,1,.
Cc1cccc(C(=O)N2CCC(n3cc(-c4nc(C)no4)nn3)CC2)c1,-7%,?,i,-5%,-11%,4,-11%
O=C(NCCc1ccccc1F)c1ccc2nnc(-c3ccc(OC(F)(F)F)cc3)n2c1,.,?,i,-16%,12%,3,?
COc1ccccc1-c1ccc(C(=O)N2CCC(NC(=O)c3ccc(Cl)cc3)CC2)cc1,.,-29%,?,10%[12.5 µM],-2%,0,?
CCn1c2ccccc2c2cc(CN3CCN(Cc4ccccc4C)CC3)ccc21,.,.,.,0%,10%,-28*,.
CN(CCc1ccccn1)[C@@H]1[C@H](O)[C@H](CO)O[C@@H]1CNC(=O)Nc1ccc(F)cc1F,-5%,-3%,0%,4%,49%[activator],4,0%
CN1CCCCCC(O)c2cc(C(=O)NCc3cccc(C(F)(F)F)c3)ccc21 (configuration not stated),1%,?,4%,-6%,-4%,7,?
CN(CC1CCOC1)C(=O)c1ccc(F)cc1F (configuration not stated),-3%,5%,i,10%,-11%,28,-8%
COc1cccc(NC(=O)Cn2nc(C)c3c(C)n(-c4ccccc4)nc3c2=O)c1,.,.,.,-4%,-7%,8,.
O=C(Nc1cccc(C(F)(F)F)c1)c1cc(-c2ccc[nH]2)n[nH]1,?,-3%,2%,7%,36%[activator],3,-5%
O=C(c1ccc2c(c1)OCO2)N1CCN2C(=O)N(Cc3cccnc3)C[C@H]2C1,2%[172 µM],-13%[138 µM],-1%[88.5 µM],4%[87.6 µM],19%[87.6 µM],-3,-6%[172 µM]
CC(C)(C)c1nnc2ccc(C(=O)NCc3ccc(F)c(F)c3)cn12,.,?,i,2%,5%,-7,-15%
CCOc1ccc(C(=O)c2cn(CC(=O)Nc3ccc4c(c3)OCCO4)c3ccc(OC)cc3c2=O)cc1,.,.,.,-6%,10%,2,.
COCCNC(=O)c1ccc(OC2CCN(Cc3cccc4nonc34)CC2)c(Cl)c1,11%,?,i,-17%,8%,12,?
CC(C)CN1C(=O)c2cccn2CC1C(=O)NCc1cc(F)ccc1F (configuration not stated),-1%,0%,i,9%,1%,0,1%
Cc1onc(-c2c(Cl)cccc2Cl)c1C(=O)N[C@@H]1C(=O)N2[C@@H]1SC(C)(C)[C@@H]2C(=O)O,.,.,?,-1%,-14%[25.6 µM],32&-19,.
Cn1cnnc1CC1CCN(C(=O)CCc2ccccc2)CC1,.,-20%,i,-6%,?,-6,-6%
CCN(c1ccc(OC)cc1)S(=O)(=O)c1nnc(NC(=O)c2ccccc2Cl)s1,.,.,.,29%,-8%,6,.
O=C(NCC1CC1)c1cccc(OC2CN(C3CCCCC3)C2)c1,0%,?,1%,-21%,51%[activator],-13,-25%
CCOc1ccccc1NC(=O)Cn1nc(N2CCN(c3ccccc3)CC2)ccc1=O,.,.,.,5%,15%,-1,.
COCCN1CCCCCC(O)c2cc(C(=O)NCCCc3ccccc3)ccc21 (configuration not stated),?,?,2%,-2%,8%,-5,?
O=C(c1cccc(F)c1)N1CCN(c2cc(-c3ccc(Cl)cc3)[nH]n2)CC1,-7%,?,-1%,-9%,?,2,?
COc1ccc(CN2CCNC(=O)C2CC(=O)NC(C)(C)CO)cc1OC (configuration not stated),-5%,i,i,2%,0%,-3,-10%
C=CCNC(=O)N[C@H]1C[C@@H](C(=O)N[C@@H](CCS(C)(=O)=O)C(N)=O)N(C(=O)CSC)C1,-6%,-8%,-2%,-2%,6%,-4,-17%
COc1ccc(-c2cc(N3CCCC(NC(=O)c4ccccc4)C3)n[nH]2)cc1 (configuration not stated),22µM*,?,-24%,?,116%[activator],2,?
Cc1ccc2nc(SC(Cc3cc(Cl)ccc3Cl)C(=O)O)[nH]c2c1 (configuration not stated),.,.,.,9%,19%,4,.
COc1ccc(-c2cc3c(=O)n(CCNC(=O)c4ccc5c(c4)OCO5)ccn3n2)cc1,-7%,?,-6%,-4%,59%[activator],-12,-17%
CCOC(=O)C1CCCN(C(=O)C2CCc3nnc(-c4cccc(C(F)(F)F)c4)n32)C1 (configuration not stated),.,?,2%,11%,-12%,9,-15%
COc1cccc(CN2CCC3(CC2)CN[S+](=O)([O-])c2ccccc2N3)c1,4%,-4%,i,5%,18%,-5,-5%
CCCc1cnc2c(c1SCC(=O)Nc1cccc(C)c1C)c(=O)n(C)c(=O)n2C,.,.,.,-10%,-10%,13,.
COc1ccc(-c2nc(-c3ccccc3)nc3c2CN(C(=O)N(C)C)CC3)cc1,-6%,?,i,-11%,14%,3,?
CCC(=O)OCc1cnc(C)c2oc(=O)c(C(=O)Nc3ccc(CC)cc3)cc12,.,.,.,3%,11%,-1,.
CCOC(=O)c1cccc(NC(=O)c2cnc(-c3ccc(C)cc3)nc2-c2ccncc2)c1,5%,-16%,-17%,?,-3%,15,?
Cc1nn(C(=O)c2ccccc2F)c(C)c1S(=O)(=O)N1CCCCCC1,.,.,.,0%,25%,-5,.
Cc1ccc(CCNC(=O)Cn2ncc3c([nH]c4ccc(C)cc43)c2=O)cc1,.,.,.,5%,-2%,-24,.
CN(C)CCNC(=O)c1nc2nc(-c3ccccc3)c(-c3ccncc3)cc2n1C,-7%[172 µM],100µM*,1%[88.5 µM],-3%[87.6 µM],7%[87.6 µM],13,?
Cc1nc2c(c(-c3ccc(O)cc3)n1)CN(Cc1ccc(OC(F)(F)F)cc1)CCC2,5%,?,-14%,-2%,-23%,-2,35µM*
O=C(C1CC1)N1CCN(c2nccc(Nc3ccccc3F)n2)CC1,.,?,-4%[88.5 µM],1%[87.6 µM],136%[activator][87.6 µM],4,63µM*
O=C(NCc1ccco1)C1CC(=O)N(c2n[nH]c3cccc(F)c23)C1 (configuration not stated),0%,i,-1%,4%,-6%,-1,5%
Cc1cc(OCCN2CCOCC2)c(C)c2c1CC[C@@H]([C@H](C)C(=O)NC(C)(C)C)C2,-2%[172 µM],?,-11%[88.5 µM],-11%[87.6 µM],-7%[87.6 µM],3,?
O=C(NC1CC(=O)N(c2ccccc2)C1)c1cccs1 (configuration not stated),.,.,.,1%,194%[activator],-6,.

# Compound profiles, as listed above:
# Profile of CCC(=O)OCc1cnc(C)c2oc(=O)c(C(=O)Nc3ccc(CC)cc3)cc12 → FLuc inh: .; 3T3 cytotox: .; GPT2 inh: .; SNCA viab count: 3%; SNCA expr inh: 11%; IP6K1 inh: -1; HEK293 tox: .
# Profile of COc1ccc(-c2nc(-c3ccccc3)nc3c2CN(C(=O)N(C)C)CC3)cc1 → FLuc inh: -6%; 3T3 cytotox: ?; GPT2 inh: i; SNCA viab count: -11%; SNCA expr inh: 14%; IP6K1 inh: 3; HEK293 tox: ?

# Compounds as they come; any-hit rate near 7.8%.
